Screening data deposited in PubChem by several laboratories.
Fam108B inh – counter-screen for RBBP9 inhibitors: inhibitors of mouse Fam108B | 300,000 compounds, 0.33% hits | AID 1947 | inhibition, % at 9.51 µM | recombinant Fam108B, FP-Rh probe fluorescence polarization;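 active = inhibition above the screen mean inhibition plus 3 SD, computed separately per campaign, cut at about 18% in these data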;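 also: inhibitors lower polarization as less probe binds the enzyme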
Yeast superoxide – lowers age-related superoxide in aged yeast cells. S. cerevisiae aged cells, superoxide DHE fluorescence; active compounds read low. superoxide response (% of plate mean), % at 10 µM. 330,000 compounds, 0.18% hits. AID 2690;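 active = superoxide response under a set limit, about three screen SD below normal, cut at about 65% in these data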;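 also: yeast aged for seven days with compound at 30 °C before DHE staining; 100% = average MFI of all compound-treated wells on the plate with controls excluded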
GLD-1 RNA inh – GLD-1-TGE RNA interaction inhibition (C. elegans); Q17339; 320,000 compounds, 0.44% hits; purified GLD-1 + fluorescein TGE RNA, fluorescence polarization; inhibition, % at 5.96 µM;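 active = percent inhibition above a per-plate cutoff, the plate mean of test compounds plus 3 SD, cut at about 30% in these data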;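 also: 0% = DMSO wells with GLD-1 and probe and 100% = wells lacking GLD-1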
Target sequence (Q17339 whole entry, looked up): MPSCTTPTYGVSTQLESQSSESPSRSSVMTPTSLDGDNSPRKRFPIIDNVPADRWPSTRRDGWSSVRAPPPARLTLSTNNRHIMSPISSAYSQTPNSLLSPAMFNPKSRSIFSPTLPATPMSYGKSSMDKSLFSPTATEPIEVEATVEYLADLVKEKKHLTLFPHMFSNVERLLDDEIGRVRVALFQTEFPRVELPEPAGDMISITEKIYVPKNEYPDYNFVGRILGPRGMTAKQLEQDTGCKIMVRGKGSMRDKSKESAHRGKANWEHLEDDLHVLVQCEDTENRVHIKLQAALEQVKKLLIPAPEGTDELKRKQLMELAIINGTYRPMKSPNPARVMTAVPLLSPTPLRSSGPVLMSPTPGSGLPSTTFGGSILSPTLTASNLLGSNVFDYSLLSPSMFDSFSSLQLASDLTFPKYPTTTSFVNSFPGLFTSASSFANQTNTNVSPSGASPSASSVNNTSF
MEX-5 binding – C. elegans MEX-5 TCR-2 RNA binding activity; Q9XUB2; MEX-5/FITC-TCR2 RNA binding, fluorescence polarization; active compounds read low; activity score (negative = inhibition of binding), % at 10 µM; 300,000 compounds, 0.38% hits;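 active = inhibition past about -25% in most replicates, and total fluorescence under double the plate's negative control median, limit read from the data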;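 also: 0% = DMSO and -100% = 5 µM competing unlabeled TCR2 RNA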
EBNA-1 inh – blocks EBNA-1 binding to DNA; EBNA-1 DNA binding, fluorescence polarization; inhibition, % at 14.8 µM; 300,000 compounds, 0.34% hits; AID 1950; in the data active = inhibition above about 28%
Bcl-xL primary – Bcl-xL (human) inhibition; AID 2129; GST-Bcl-xL / FITC-Bim BH3 peptide fluorescence polarization; 320,000 compounds, 0.7% hits; inhibition, % at 10.9 µM;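 active = inhibition above the mean of all tested compounds plus 3 SD, cutoff set per campaign, cut at about 30% in these data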;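 also: 0% = DMSO wells and 100% = unlabeled Bim-BH3 peptide competitor; inhibitors lower millipolarization by displacing the labeled peptide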
Target sequence (Q07817 whole entry, looked up): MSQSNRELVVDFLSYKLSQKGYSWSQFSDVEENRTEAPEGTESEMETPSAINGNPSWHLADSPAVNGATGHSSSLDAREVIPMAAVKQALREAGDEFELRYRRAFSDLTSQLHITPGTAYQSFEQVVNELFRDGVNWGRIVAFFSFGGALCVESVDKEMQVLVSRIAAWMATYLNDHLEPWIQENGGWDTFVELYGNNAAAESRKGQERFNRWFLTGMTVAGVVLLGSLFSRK
Efflux pump mplx – inhibitors of Candida antifungal efflux pumps expressed in yeast; S. cerevisiae Candida pump triplex, Nile Red efflux; inhibition, % at 10 µM; 330,000 compounds, 0.44% hits; AID 485275;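 active = plate passing quality check with inhibition over a set limit, or well fluorescence over plate mean plus 4 SD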;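 also: Nile Red retained in pooled yeast measured as flow cytometry median fluorescence; 0% = buffer negative control and 100% = Enniatin B positive control; higher means more Nile Red kept so more efflux inhibition; some compounds called inactive have numbers as strong as hits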
ZTA DNA inh – ZTA (EBV) inhibition in EBNA-1 counter-screen; P03206; ZTA-DNA binding, fluorescence polarization; inhibition, % at 11 µM; 320,000 compounds, 0.15% hits; in the data active = inhibition above about 33%
Target sequence (P03206 whole entry, looked up): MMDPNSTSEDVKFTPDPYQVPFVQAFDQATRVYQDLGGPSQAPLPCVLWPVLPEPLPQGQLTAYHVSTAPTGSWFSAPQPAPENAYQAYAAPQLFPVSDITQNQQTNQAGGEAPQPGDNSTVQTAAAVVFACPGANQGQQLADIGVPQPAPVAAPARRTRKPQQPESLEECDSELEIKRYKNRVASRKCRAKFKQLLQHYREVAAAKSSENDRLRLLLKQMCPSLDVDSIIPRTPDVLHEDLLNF
MCL1-BIM inh – inhibitors of human MCL1 binding to BIM-BH3 peptide | Q07820 | GST-MCL1 / FITC-Bim-BH3 fluorescence polarization | inhibition, % at 10.9 µM | 320,000 compounds, 0.68% hits | AID 2057;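 active = inhibition above the mean inhibition of all tested compounds plus 3 SD, set per campaign, cut at about 40% in these data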;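 also: 0% = DMSO wells and 100% = unlabeled Bim-BH3 peptide control; higher means more loss of mP so more displacement of Bim peptide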
An asterisk follows results filed as active; . = no result given.

SMILES	Fam108B inh	Yeast superoxide	GLD-1 RNA inh	MEX-5 binding	EBNA-1 inh	Bcl-xL primary	Efflux pump mplx	ZTA DNA inh	MCL1-BIM inh
CC(=O)CC(C)(C)Nc1nc2cc([N+](=O)[O-])ccc2o1	0	103	2	-0.9	-16	-3	0.1	-26	-1
CCOc1ccc(C(=O)NN2C(=S)NC(C)(C)C=C2C)cc1	0	80	0	-1.2	5	10	-0.1	-2	13
Cc1ccccc1CNC(=O)c1ccccc1C	-2	99	2	2.1	-17	6	0.1	1	-9
COC(=O)c1c(C)[nH]c(C(=O)CN(C)CC(=O)Nc2cccc(F)c2)c1C	.	99	4	.	.	-5	0.0	2	-10
Cn1c(Cn2cnc3ccccc32)nnc1SCc1ccccc1	0	104	7	-3.1	2	0	0.0	-25	2
Cc1nn(CC(=O)NCCc2ccccc2)c(=O)c2cccn12	1	99	1	-1.1	-7	-2	0.1	14	-5
O=C(O)CSCc1nc2ccccc2s1	-1	163	-1	-0.1	6	-5	0.0	12	-3
Cc1ccc(-n2nc3c(=O)n(CCCC(=O)NCc4ccc(C)o4)nc(C)c3c2C)cc1	-1	141	-1	2.7	8	0	0.1	11	1
CC(C)(C)c1ccc(C(=O)NCC(=O)OCC(=O)c2ccc3c(c2)-c2ccccc2C3)cc1	-15	96	1	0.7	5	-5	-0.2	-2	-8
Cc1nnc(Sc2c(N)n(C)c(=O)n(C)c2=O)s1	-1	105	1	0.6	-3	0	0.0	-25	1

Pulled by structure from the entries so far:
SMILES	Fam108B inh	Yeast superoxide	GLD-1 RNA inh	MEX-5 binding	EBNA-1 inh	Bcl-xL primary	Efflux pump mplx	ZTA DNA inh	MCL1-BIM inh
Cc1ccccc1CNC(=O)c1ccccc1C	-2	99	2	2.1	-17	6	0.1	1	-9
CCOc1ccc(C(=O)NN2C(=S)NC(C)(C)C=C2C)cc1	0	80	0	-1.2	5	10	-0.1	-2	13
Cc1nn(CC(=O)NCCc2ccccc2)c(=O)c2cccn12	1	99	1	-1.1	-7	-2	0.1	14	-5

Next section.
SMILES	Fam108B inh	Yeast superoxide	GLD-1 RNA inh	MEX-5 binding	EBNA-1 inh	Bcl-xL primary	Efflux pump mplx	ZTA DNA inh	MCL1-BIM inh
CCCOC(=O)c1ccc(OCC(O)CN2CCN(C(=O)c3ccccc3)CC2)cc1 (configuration not stated)	1	105	4	-3.6	4	1	0.2	9	-8
CCN(Cc1ccncc1)Cc1cn[nH]c1-c1ccc(OC)cc1F	-1	94	1	0.3	-7	2	0.0	-6	3
C/C(CC(=O)NC12CC3CC(CC(C3)C1)C2)=N\NC(=O)c1ccc(F)cc1	1	111	7	-2.6	-4	7	-0.1	-3	9
O=c1c2ccccc2sn1-c1ccc(S(=O)(=O)N2CCCCC2)cc1	1	112	2	0.0	8	13	-0.1	13	14
CCN1CCCC1CNC(=O)c1cc(S(N)(=O)=O)ccc1OC (configuration not stated)	0	90	5	1.4	-2	2	0.0	8	9
O=C(NC1CCCc2ccccc21)C1CCC(CNc2c(N3CCOCC3)c(=O)c2=O)CC1 (configuration not stated)	1	74	0	.	5	2	0.0	-6	0
CCOc1ccc(CNc2ncnc(N)n2)cc1	-6	96	-4	0.1	-9	0	0.1	-6	-11
CCN(C(=O)CN1C(=O)/C(=C/c2ccccc2F)SC1=S)C1CCS(=O)(=O)C1 (configuration not stated)	-1	101	-1	.	-4	3	0.0	-5	10
O=C(CNC(=O)C1COc2ccccc2O1)N/N=C/c1ccc(O)cc1O (configuration not stated)	-2	98	2	-3.1	9	7	0.0	2	12
Cc1cc(Br)cc(C)c1NC(=O)c1ccc(C#N)cc1F	6	93	-1	3.3	4	8	-0.4	13	12
NC(=O)c1ccsc1NC(=O)c1ccc(S(=O)(=O)N2CCCC2)cc1	-4	100	-2	-0.9	14	7	0.1	6	8
COc1cccc(Nc2nnc(SCC(=O)Nc3sccc3C(N)=O)s2)c1	3	95	8	-5.1	-4	1	-0.1	-10	6
COc1ccccc1CN1CCc2c([nH]c3ccccc23)C1	-2	99	-1	-1.6	-7	3	-0.1	-1	7
CC(=O)N1CCN(c2ccc(Nc3nc(C)nc4c3oc3ccccc34)cc2)CC1	1	91	2	-0.1	5	8	-0.1	12	7
Cc1ccc(S(=O)(=O)N2CCOCC2)cc1NC(=O)CSc1nccn1C	3	100	4	-0.4	-10	-3	0.0	8	-3
O=C(OCC(=O)N1CCN(C(=O)c2ccco2)CC1)c1sc2cc(F)ccc2c1Cl	-6	113	36*	-0.2	-6	60*	0.3	-2	38
Cc1ccc(S(=O)(=O)Cc2c(C)noc2C)cc1	-4	98	2	-6.8	4	4	-0.2	0	4
CN1N=C(C(=O)N2CCN(c3ccc([N+](=O)[O-])cc3)CC2)CCC1=O	-2	90	2	1.2	6	-3	0.0	6	-2
Cc1cc(OCC(=O)Nc2nnc(C3CC3)s2)ccc1[N+](=O)[O-]	0	96	7	.	3	8	-0.1	-5	-4
CCc1nc2ccccc2n1Cc1ccccc1F	-2	94	2	2.4	3	6	0.1	11	4
COc1ccc(CCNC(=O)c2sc3ccccc3c2Cl)cc1OC	-3	103	0	0.3	-1	0	-0.8	-1	4
CC(C)c1ccc(S(=O)(=O)c2n[nH]n3c2nc(=O)c2ccccc23)cc1	-4	114	3	-3.4	8	5	0.0	9	5
CCOC(=O)c1cc2c(=O)n3cccc(C)c3nc2n(CCCOC)c1=NC(=O)c1cccnc1	2	102	4	-3.0	3	10	0.3	0	8
Cc1cccc(-c2cc3nc(-c4ccccc4)cc(N4CCC5(CC4)OCCO5)n3n2)c1	-9	86	-3	2.5	-5	12	0.0	-8	6
CCCOc1ccc(/C=N/NC(=O)c2nnn(-c3nonc3N)c2-c2cccs2)cc1OC	-9	134	8	-2.5	6	4	-0.2	9	-1
Cc1cc(NS(=O)(=O)c2ccc(CC(C)C)cc2)no1	-4	124	7	2.1	-11	4	0.2	-11	7
O=C1N=C(N2CCCCC2)SC1=C1CCCC1	2	112	4	1.5	-12	-2	0.0	-17	2
O=C(NCC1(N2CCCCC2)CCCCC1)c1ccc(NS(=O)(=O)c2ccc(F)cc2)cc1	1	88	-2	0.2	-6	5	0.1	-4	0
COc1ccc(CN(C)C(=O)c2ccc(NS(=O)(=O)c3ccc(F)cc3)cc2)c(OC)c1OC	4	93	-1	0.1	-4	5	-0.3	11	-2
FC(F)(F)c1cccc(N2CCN(C(=S)NC3CCCCC3)CC2)c1	-3	76	9	1.9	6	3	-0.1	18	10
COc1cccc(-c2c[nH]c(=O)[nH]c2=O)c1	5	92	4	-0.4	15	5	0.9	5	1
CCOC(=O)c1c(-c2ccccc2)oc2ccc(OC)cc12	-1	99	-4	0.7	-4	5	0.3	18	-2
Cc1ccc(C(CNC(=O)Nc2ccccc2)N2CCN(C)CC2)cc1 (configuration not stated)	0	89	-10	-1.0	-8	3	-0.1	-9	3
Cc1c(CCC(=O)O)c(=O)n2c([nH]c3ccccc32)c1C#N	-3	93	4	2.6	6	1	0.4	-23	-5
CCCCCOc1ccc(N2C(=O)C3C4C=CC(C3C2=O)N(C)C4=O)cc1 (configuration not stated)	0	104	4	-2.8	-4	7	-0.2	8	2
Cc1cccc(C)c1NC(=O)CCCSc1nnc(-c2ccc(Cl)cc2)n1-c1ccccc1	-3	99	0	1.4	-5	-4	-0.5	-7	-5
COc1ccc(CNc2ncc(-c3ccccc3)n2C)c(OC)c1OC	-1	109	3	0.1	-7	6	-0.2	-23	9
CCC(NS(=O)(=O)c1cn(C)nc1C)c1ccccc1 (configuration not stated)	0	112	-7	-0.7	-11	-3	0.1	0	-3
O=C(CSc1nc2ccccc2o1)N1c2ccccc2Sc2ccccc21	-4	98	2	2.5	2	4	0.5	2	3
COc1cc(NS(=O)(=O)c2ccc(F)cc2)c(C(=O)O)cc1OC	0	103	-2	-0.2	-15	6	-0.1	-13	2
CC(=O)Nc1ccc(NC(=O)CN(c2ccc([N+](=O)[O-])cc2)S(=O)(=O)c2ccccc2)cc1	2	117	3	0.1	7	-3	0.0	14	-4
Cc1ccc(NC(=O)CN(C)C(=O)CSc2ncc(C(F)(F)F)cc2Cl)cc1	-2	91	5	-0.2	-8	1	-0.5	-5	4
Cc1ccc(NC(=O)Cc2ncc(C(F)(F)F)cc2Cl)cc1Cl	-4	135	6	-0.8	6	3	0.2	10	2
CCOC(=O)c1cc(-c2ccco2)nn1-c1ccc(C)cc1	-3	91	9	1.0	-4	4	0.0	1	2
O=C(CNC(=O)OCc1ccccc1)NC1CCCCCCC1	-1	99	0	-1.1	-4	5	0.8	1	12
O=C(NC1CCCCC1)C1Cc2ccccc2CN1S(=O)(=O)c1ccc(F)cc1 (configuration not stated)	5	103	-15	0.6	-5	4	-0.1	-2	11
O=C(O)c1cc(OCc2ccccc2)cc(OCc2ccccc2)c1	4	92	4	0.7	7	7	0.1	2	3
COC(=O)c1ccccc1NC(=O)c1cnn2cccnc12	1	101	2	0.8	-10	3	0.2	6	3
CCOC(=O)/C=C1\SCC(=O)N1CC(=O)NC12CC3CC(CC(C3)C1)C2	-2	96	-4	0.2	0	1	0.0	16	-6
CCCOC(=O)CSc1nnc(-c2cc(OC)c(OC)c(OC)c2)o1	1	92	6	0.4	-9	0	0.2	-3	-3

Continued:
SMILES	Fam108B inh	Yeast superoxide	GLD-1 RNA inh	MEX-5 binding	EBNA-1 inh	Bcl-xL primary	Efflux pump mplx	ZTA DNA inh	MCL1-BIM inh
CN1CCCN(C(=O)CC2(CC(=O)O)CCCC2)CC1	2	80	4	0.8	11	4	0.0	15	2
Cc1ccc(CNC(=O)COc2ccccc2-c2ccccc2)cc1	-2	104	-3	-1.1	4	3	0.0	-15	-5
Cc1ccc(C(=O)N2CCCC(CCC(=O)N3CCN(c4ccccn4)CC3)C2)s1 (configuration not stated)	1	97	1	-1.2	3	-1	0.1	5	-4
CN(C)c1ccc(C(=S)N2CCN(C(=S)Nc3cccc4ccccc34)CC2)cc1	4	105	-5	-2.4	-3	2	0.1	-6	1
COc1ccc(C(=O)CNc2ccccc2C#N)cc1	1	102	2	0.9	13	3	-0.2	5	-1
COC(=O)c1ccc(OCC2c3cc(OC)c(OC)cc3CCN2C(=O)c2ccco2)cc1 (configuration not stated)	-1	120	6	2.7	-6	0	0.4	6	-1
CC(Sc1nnc(Cc2ccccc2)o1)C(=O)Nc1ccccc1[N+](=O)[O-] (configuration not stated)	.	127	-1	.	.	-1	-0.2	-15	-1
CNC[C@@H](C)NC[C@@H](Cc1ccccc1)NCCc1ccccc1	8	108	-2	1.5	2	0	-0.1	-6	7
COc1cc(NC(=O)COc2ccccc2)c(OC)cc1NC(C)=O	0	102	4	0.6	5	11	-0.1	20	2
CN(C)c1ccc(/C=N/Nc2cccc(C(=O)O)c2)cc1	0	96	6	-0.6	-15	1	0.0	1	-3
COC(=O)C1=C(C)N(Cc2ccco2)C(=O)N[C@@H]1c1ccccc1	2	.	-6	-0.4	1	5	.	4	1
CCn1c(SCc2nc(N)nc(N3CCCCC3)n2)nc2c1c(=O)n(C)c(=O)n2C	1	100	2	-5.7	-5	3	-0.2	10	7
COc1ccc(C(CNC(=O)c2cc3ccccc3o2)N2CCCCC2)cc1 (configuration not stated)	1	76	4	1.8	-7	-5	0.1	-8	3
CCOc1ccc(N2CC(C(=O)Nc3ccc4c(c3)OCCO4)CC2=O)cc1 (configuration not stated)	-2	102	3	3.8	9	-5	0.4	-9	-2
Cc1cnc(NC(=O)CCNC(=O)c2ccc([N+](=O)[O-])cc2)s1	-1	114	7	-0.7	4	-11	0.0	1	-29
CN(C)CCCNC(=O)C(=O)Nc1cc2c3c(c1)CC(=O)N3CCC2	-1	86	8	0.8	-7	4	0.1	-14	6
